Source: PubChem (several laboratories)
PLC-beta3 inh: blocks human PLC-beta3 enzyme activity. 0.18% of 370,000 active. Q01970. AID 720704. Purified PLC-beta3, fluorogenic substrate, fluorescence. inhibition, % at 12.2 µM; in the data active means inhibition above about 11%;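 further: 0% = median of compound wells on plate and 100% = full blocker control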
hgDAF12 agonist: hgDAF-12 agonism, primary luciferase screen; 1.8% of 370,000 active; HEK293 GAL4-hgDAF12 UAS-luciferase reporter, agonist luminescence; normalized to butyrate control; activation, % at 6.8 µM; AID 687014;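 active means activation above a cutoff set at the mean of all screened compounds plus 3 SD, cut at about 10% in these data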;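 further: 0% = DMSO wells and 100% = sodium butyrate wells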
PG9 Ab binder: PG9 antibody binding by small molecule; inhibition, % at 6.7 µM; 0.43% of 360,000 active; TR-FRET gp120-PG9 antibody binding; AID 624416; in the data active means inhibition above about 8.5%
GAA850 FXN act: increases GAA850 frataxin promoter reporter activity | HEK293 lucGAA850 FXN promoter luciferase reporter, 24 h; percent of 10 µM SAHA response | activation, % at 6 µM | 0.56% of 360,000 active;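 active means activation above the average of all compounds screened plus 3 SD, cutoff fixed separately per campaign, cut at about 7.5% in these data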;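 further: 0% = DMSO wells and 100% = 10 µM SAHA wells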
hcDAF-12 act: activates DAF-12 receptor from parasite H. contortus; activation, % at 6.8 µM; AID 652067; HEK293 hcDAF-12 lit1-tk-luc reporter, luminescence; 0% DMSO, 100% Δ7-dafachronic acid; 1.4% of 370,000 active;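 active means activation above the mean of all tested compounds plus 3 SD, cut at about 5.5% in these data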;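 further: 100% = response to 3 µM Δ7-dafachronic acid high control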
sPLA2-III inh: Blocks human group III sPLA2 activity; Q9NZ20; QFRET BODIPY PC-A2 liposome hydrolysis, fluorescence; inhibition, % at 12.2 µM; 0.56% of 370,000 active; AID 743126;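 active means inhibition above mean plus 3 SD of compounds lying within the high and low control bounds, cut at about 19% in these data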;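 further: 0% = median of test compound wells and 100% = no enzyme DMSO wells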
Target sequence (Q9NZ20 whole entry, looked up): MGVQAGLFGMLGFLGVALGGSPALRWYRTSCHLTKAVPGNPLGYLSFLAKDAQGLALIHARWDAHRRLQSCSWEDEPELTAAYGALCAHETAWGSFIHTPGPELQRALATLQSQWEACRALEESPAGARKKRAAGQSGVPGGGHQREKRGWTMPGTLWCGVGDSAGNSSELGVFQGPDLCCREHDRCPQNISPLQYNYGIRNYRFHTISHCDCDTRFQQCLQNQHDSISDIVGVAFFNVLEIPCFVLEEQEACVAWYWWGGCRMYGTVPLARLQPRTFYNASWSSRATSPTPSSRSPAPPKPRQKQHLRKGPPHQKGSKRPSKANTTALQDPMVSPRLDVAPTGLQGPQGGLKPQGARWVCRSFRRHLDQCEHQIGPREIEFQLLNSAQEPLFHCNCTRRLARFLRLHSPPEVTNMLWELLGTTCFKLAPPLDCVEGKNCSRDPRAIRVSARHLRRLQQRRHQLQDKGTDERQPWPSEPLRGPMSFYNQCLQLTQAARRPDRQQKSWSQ
Rev-erbA mod: Rev-erb alpha (human) modulation. P20393. Rev-erbα–FITC-DNA binding, fluorescence polarization, 90 min. activity, % at 10 µM. 0.79% of 370,000 active. AID 1259318;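 active means activity above about 14%, limit read from the data; passing the limit was not always enough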;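 further: 0% = DMSO wells with 35 nM protein and 100% = DMSO wells with 750 nM protein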
DAX1 inh-1: inhibitors of DAX1 repression of SF-1 activated StAR promoter. HEK293T StAR-luciferase reporter, SF-1/DAX-1 repression relief. inhibition, % at 6.8 µM. 1.1% of 370,000 active. AID 652010;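 active means inhibition above the mean over all tested compounds plus 3 SD, cut at about 3.6% in these data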;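 further: 0% = DAX-1 cells with DMSO and 100% = cells lacking DAX-1 with DMSO; higher inhibition means more luminescence from relief of DAX-1 repression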
ssDAF-12 act: activators of S. stercoralis DAF-12 nuclear receptor | HEK293 ssDAF-12/GRIP1 lit1-tk-luc reporter, luminescence; % of 3 µM dafachronic acid response | 1% of 370,000 active | activation, % at 6.8 µM;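 active means activation above the mean over all tested compounds plus 3 SD, cut at about 0.9% in these data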;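 further: 0% = DMSO-only wells and 100% = 3 µM delta7-dafachronic acid wells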
DAX1 inh-2: inhibitors of human orphan nuclear receptor DAX1 (NR0B1) | 0.99% of 340,000 active | HEK293 Gal4-DAX1 luciferase reporter, luminescence | P51843 | inhibition, % at 6.75 µM | AID 504766;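 active means inhibition above the mean over all tested compounds plus 3 SD, cut at about 4.2% in these data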;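 further: 0% = DAX1-transfected cells with DMSO and 100% = empty-vector control cells with DMSO; inhibition shows as a rise in luminescence from relieved DAX1 repression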
Target sequence (P51843 207-470 limits assumed): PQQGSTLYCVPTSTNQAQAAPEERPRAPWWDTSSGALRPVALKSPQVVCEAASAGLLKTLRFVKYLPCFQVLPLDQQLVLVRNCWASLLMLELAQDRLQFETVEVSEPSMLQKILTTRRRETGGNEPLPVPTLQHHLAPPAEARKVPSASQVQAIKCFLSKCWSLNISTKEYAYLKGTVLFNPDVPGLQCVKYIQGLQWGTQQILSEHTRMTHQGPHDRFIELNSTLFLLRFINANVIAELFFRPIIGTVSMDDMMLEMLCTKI
SMARCA2 activ: increases SMARCA2 function in MMTV reporter cells; MG213 cells, MMTV-luciferase reporter, dexamethasone, overnight; activation, % at 9.1 µM; 1% of 370,000 active; in the data active means activation above about 7.8%;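 further: 0% = vehicle wells and 100% = reference activator wells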
The depositor's hits bear a star; i = inactive; x = no result given.

Below each compound: hgDAF12 agonist	hcDAF-12 act	GAA850 FXN act	sPLA2-III inh	PLC-beta3 inh	DAX1 inh-2	PG9 Ab binder	ssDAF-12 act	SMARCA2 activ	DAX1 inh-1	Rev-erbA mod
FC(F)(F)c1ccccc1CN1CCCc2nc(-c3ccccc3)ccc21
→ 0.2	0.5	x	27*	-54	x	-3.4	-0.9	2	1.1	0
Nc1nc(N)c2cc(S(=O)(=O)c3cccc(C(F)(F)F)c3)ccc2n1
→ -4.8	-3.6	-2.3	-10	-109	-1.0	-0.7	-1.8	-6	-2.7	3
Cc1cc(=O)[nH]c(SCC(=O)c2ccc(C)c(C)c2)n1
→ -1.2	0.2	2.1	-14	-3	-0.4	0.6	-0.8	1	0.3	-1
C=CCOc1ccc(NC(=O)C(=O)NCCCn2ccnc2)cc1
→ -0.7	-1.4	-1.0	-1	5	-1.0	-8.0	-1.5	-1	-0.2	0
CC(Sc1ncc(C#N)c(N)n1)C(=O)Nc1ccccc1 (centres undefined)
→ -2.9	-1.1	-1.7	-1	-2	1.2	-1.1	-1.3	-2	-0.9	-4
COc1cccc(NC(=O)Cc2c(C(=O)O)[nH]c3ccccc23)c1
→ 0.4	-0.7	0.7	-19	1	-0.4	0.5	-0.8	5	0.0	-2
c1coc(Cn2nnnc2CN2CCN(C3CCCC3)CC2)c1
→ 0.2	0.5	-1.1	7	4	0.8	-1.4	-0.3	-5	0.5	0
CC(=O)c1cccc(NC(=O)Nc2c(C)nn(C)c2C)c1
→ -0.4	-0.6	1.9	3	2	1.3	-0.5	-1.1	0	0.1	6
CN1OC[C@@H]2CN(C(=O)Nc3ccccc3)[C@H](c3ccc(N4CCCCC4)cc3)C[C@@H]21
→ -1.0	0.4	x	-1	3	x	0.3	-1.2	6	-0.1	-4
CC1=C(C#N)C(Nc2ccc(C)cn2)(C(F)(F)F)C(=O)N1 (centres undefined)
→ -0.7	-1.4	-0.4	-5	-4	-0.3	1.5	-1.8	-3	0.2	9

(next part)
Below each compound: hgDAF12 agonist	hcDAF-12 act	GAA850 FXN act	sPLA2-III inh	PLC-beta3 inh	DAX1 inh-2	PG9 Ab binder	ssDAF-12 act	SMARCA2 activ	DAX1 inh-1	Rev-erbA mod
CCCCS(=O)(=O)NC(=O)C1(C)CCN1C(=O)C/C=C/c1ccccc1 (centres undefined)
→ -0.3	1.7	-1.4	-5	-6	x	2.4	-1.4	-3	0.0	-2
CCOc1ccccc1C(=O)OCC(=O)Nc1cc(S(=O)(=O)N2CCOCC2)ccc1C
→ 0.8	1.1	-3.3	-1	-1	0.1	-1.2	-1.2	2	1.5	2
CCN(CC)S(=O)(=O)c1ccc(Cl)c(NC(=O)COC(=O)/C=C/c2ccc(O)c(OC)c2)c1
→ 0.9	-2.5	-2.8	-21	-117	-0.4	1.5	-1.3	0	-0.7	-1
C/C(CC1CC(COCC(C)C)OC1=O)=N\Nc1nc(-c2ccccc2)cs1 (centres undefined)
→ 2.3	1.0	0.3	-5	-21	-0.8	-1.4	-0.4	-2	-0.2	4
Cc1nc2sccn2c(=O)c1S(=O)(=O)Nc1ccc(N2CCN(C(=O)C(C)C)CC2)cc1
→ -1.7	2.0	0.6	1	6	-1.6	-3.7	-0.3	-2	-0.4	2
O=C(Nc1ccc(Oc2ccc(NC(=O)Nc3ccccc3Cl)cc2)cc1)Nc1ccccc1Cl
→ 4.2	0.3	0.5	0	-4	0.8	-1.3	-1.4	3	0.1	0
CC(C)CCC(C)NC(=O)CN1C(=O)NC(C)(c2ccc3ccccc3c2)C1=O (centres undefined)
→ -0.1	-1.0	-1.5	-11	-3	0.3	-1.9	-1.1	-2	0.9	-4
CC1(C(=O)Nc2ccc(F)c(Cl)c2)Cc2c(-c3ccccc3)ccnc2O1 (centres undefined)
→ 4.2	-0.4	1.7	0	2	x	-0.6	-1.6	-4	-0.4	6
CCCCC(=O)c1ccc(OC(=O)c2ccc([N+](=O)[O-])cc2)cc1
→ 0.1	0.2	-1.4	4	-6	0.0	1.2	-1.5	-2	1.3	0
C[C@@H]1CN([C@H](C)CO)C(=O)c2cc(NC(=O)Nc3ccc(C(F)(F)F)cc3)ccc2O[C@H]1CN(C)C(=O)Nc1ccc(F)cc1
→ -1.5	-2.2	0.7	-30	-3	0.3	2.2	-1.6	0	-0.3	-3

Continued:
Below each compound: hgDAF12 agonist	hcDAF-12 act	GAA850 FXN act	sPLA2-III inh	PLC-beta3 inh	DAX1 inh-2	PG9 Ab binder	ssDAF-12 act	SMARCA2 activ	DAX1 inh-1	Rev-erbA mod
C=CCN(Cc1cccs1)C(=O)COc1ccc2c(c1)OCO2
→ 3.2	-0.9	2.7	12	-4	0.6	-1.2	-1.6	2	-0.4	4
COc1ccc(C(NC(=O)/C=C/c2ccco2)c2ccc(OC)c(OC)c2)cc1OC
→ -2.4	-3.6	1.1	-16	-7	1.0	-2.0	-0.4	0	-0.2	-1
COc1ccc(CCNC(=O)C2CCC(CNc3c(N4CCCC4)c(=O)c3=O)CC2)cc1OC (centres undefined)
→ 1.2	-0.9	2.2	-1	3	0.5	2.4	-0.5	2	0.4	0
CCOC(=O)c1cc(OC(C)=O)c2ccc(OC)c(OC)c2c1
→ 3.6	1.0	-1.3	-4	i	3.6	0.8	-0.8	0	-0.6	2
COc1ccc(NC(=O)c2cc(F)c(F)cc2Cl)cc1Cl
→ 8.5	1.6	4.7	-6	-6	3.0	-0.7	-1.4	2	1.6	0
COc1ccc(N(C(=O)CNC(=O)c2cccs2)C(C(=O)NCC2CCCO2)c2ccc(OC)c(OC)c2)cc1 (centres undefined)
→ 4.0	-1.3	0.1	6	-3	2.4	-1.6	-1.2	0	0.4	-1
CCOc1cccc2sc(N(CCCN(C)C)C(=O)c3ccc(S(=O)(=O)N(C)CC4CCCO4)cc3)nc12 (centres undefined)
→ 2.7	-0.1	1.7	-13	-5	-0.1	0.5	-1.4	2	0.9	4
COc1ccccc1CNC(=O)C(NC(=O)Nc1ccccc1)C(C)C (centres undefined)
→ -2.2	-0.2	-5.0	-3	-5	-0.3	-0.8	-1.1	0	-0.1	2
COc1ccc(C(=O)Nc2nc(OCC(F)(F)F)cnc2/C=C\c2ccccc2)c(OC)c1
→ -3.8	-2.2	0.6	10	-18	x	-0.7	-1.2	-2	-0.7	1
Cc1ccc(CNC(=O)CC2Nc3c4ccccc4nc(=S)n3C2=O)cc1 (centres undefined)
→ -3.3	-0.8	x	5	-7	x	1.8	-1.6	-3	0.2	6

Going on with the list.
Below each compound: hgDAF12 agonist	hcDAF-12 act	GAA850 FXN act	sPLA2-III inh	PLC-beta3 inh	DAX1 inh-2	PG9 Ab binder	ssDAF-12 act	SMARCA2 activ	DAX1 inh-1	Rev-erbA mod
O=C(CN1CCOCC1)NCCNS(=O)(=O)c1ccccc1
→ 1.2	0.5	-0.1	3	1	1.8	0.3	-0.3	-2	0.4	5
COC(=O)C1C(C(=O)OC)C1(c1ccccc1)c1ccccc1 (centres undefined)
→ 0.1	-0.7	0.2	-1	-1	0.3	-1.4	-0.3	-5	0.0	-5
N#CC1=C2SC=C(c3ccc(Br)cc3)N2CCCC1=O
→ 11*	3.3	5.9	-11	1	4.2	-1.8	-1.1	1	3.7*	-4
CC(C)C[C@H]1CNC(=S)N1CC1CCN(CCCC2CCCC2)CC1
→ -0.6	-0.8	0.3	1	0	0.2	1.0	-0.7	-1	0.1	-4
CCOC(=O)N1CCN(C(=O)C2CCN(C(=O)c3ccc(C(C)(C)C)cc3)CC2)CC1
→ -1.5	1.4	1.2	6	-10	4.4*	-1.6	-0.2	-3	-0.3	0
O=S(=O)(c1ccccc1)N1CCN=C1SCc1ccc(Cl)c(Cl)c1
→ -2.3	-3.5	-0.2	-14	1	-1.2	1.3	-1.4	-3	-0.6	1
COc1ccc(-c2ccc3c(n2)CCCN3S(=O)(=O)c2ccc(F)cc2)cc1
→ 2.4	-1.3	x	-8	-56	x	-0.3	-1.6	-10	-0.8	-1
CCOC(=O)c1c(C)[nH]c(C(=O)OCC(=O)N(C)C2CCS(=O)(=O)C2)c1C (centres undefined)
→ -0.6	-0.6	3.0	4	-2	-0.6	-1.0	-1.3	0	-0.2	-3
C=C(C)COc1ccc(-c2ncncc2-c2ccc(OC)cc2)c(O)c1
→ -0.9	-2.7	2.1	-29	-9	-1.5	1.2	-1.1	-1	-0.2	7
CCOc1cccc(OCCCCn2ccnc2)c1
→ -0.3	-1.4	0.1	-8	2	0.9	0.5	-1.0	1	-0.4	1

The results go on:
Below each compound: hgDAF12 agonist	hcDAF-12 act	GAA850 FXN act	sPLA2-III inh	PLC-beta3 inh	DAX1 inh-2	PG9 Ab binder	ssDAF-12 act	SMARCA2 activ	DAX1 inh-1	Rev-erbA mod
OC(c1ccccc1)c1nc2ccccc2s1 (centres undefined)
→ 0.1	-0.3	2.6	-2	3	0.0	0.4	0.7	1	-0.3	0
O=C(O)CCNS(=O)(=O)c1ccc2ccccc2c1
→ 0.8	-1.8	-2.7	-4	2	0.0	0.2	-0.4	-1	-0.2	-3
COc1ccc(S(=O)(=O)N(C)CC(=O)Nc2cccc(C(C)=O)c2)cc1
→ -0.6	-1.2	-0.8	-10	0	-0.1	-3.1	-2.0	-1	0.6	-3
Cc1ccc(S(=O)(=O)N2CCCCC2)cc1
→ 1.2	-0.3	0.1	2	-4	0.9	0.3	-0.8	-2	-0.3	2
O=C1NC(c2ccc3c(c2)OCO3)c2c(-c3ccccc3)n[nH]c21 (centres undefined)
→ -4.1	-0.7	x	-2	5	x	0.0	-1.4	1	0.1	-5
O=C(NCCc1ccc(Cl)cc1)c1ccc(NC2=NC3CS(=O)(=O)CC3S2)cc1 (centres undefined)
→ 1.9	1.1	0.3	13	-3	1.2	-1.9	-1.3	-2	1.9	5
Cc1cc(/C=C2\C(=N)N3N=C(C(C)C)SC3=NC2=O)c(C)n1Cc1ccccc1
→ 1.8	0.2	0.1	1	-11	2.0	2.2	-1.4	4	0.3	8
NS(=O)(=O)c1ccc(NC(=O)COC(=O)CCc2c[nH]c3ccccc23)cc1
→ 4.6	1.0	-1.1	-70	-1	2.0	-0.6	-0.2	3	0.5	3
CCOC(=O)C1CCN(C(=O)C(C)(C)NC(=O)Nc2ccc3c(c2)CCC3)CC1
→ -2.1	2.3	x	9	-18	x	x	-1.4	x	x	-9
